Bioassay records: PubChem, several laboratories
Salmonella PhoP GFP: inhibitors of PhoP regulon expression, primary screen, Salmonella Typhimurium, GFP reporter (AID 1863); S. Typhimurium PhoP-regulated promoter GFP reporter, 4 h; higher % means a stronger effect; inhibition, % at 50 µM, or IC50 in µM where a hit was titrated; hit rate 0.16% among 300,000;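 active = inhibition over 29.93%, a cutoff 3 SD above the screen mean, later confirmed by dose response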;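 note: 0% = low Mg2+ inducing control and 100% = high Mg2+ repressing control; strong numbers were not always called active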
KOR beta-arrestin-1: KOR antagonists, beta-arrestin recruitment, cell-based, luminescence, uHTS (AID 1778); KOR beta-arrestin recruitment, luminescence, antagonist mode; higher % means a stronger effect; one-dose inhibition, % at 10 µM; IC50 in µM for titrated hits; hit rate 0.091% among 290,000; note: strong numbers were not always called active
SIAH1 antagonists: Siah-1 peptide-binding antagonists, primary screen, biochemical, fluorescence polarization, rhodamine-plectin, uHTS (AID 1817); Siah-1 / rhodamine-plectin peptide fluorescence polarization; higher % means a stronger effect; displacement, % at 20 µM; hits with a dose series show IC50 in µM; hit rate 0.02% among 290,000;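 active = displacement of at least 50% at 20 µM, with a fluorescence ratio check between 0.3 and a set limit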;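 note: plate controls were Siah plus tracer with DMSO for no effect and tracer alone without Siah for full effect; strong numbers were not always called active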
KOR beta-arrestin-2: kappa opioid receptor activators – cell-based, luminescence, uHTS, primary screen (AID 1777) | hit rate 0.02% among 280,000 | activation, % at 10 µM, or EC50 in µM where a hit was titrated | KOR beta-arrestin recruitment, luminescence; higher % means a stronger effect; in the data active = activation above about 50%, passing the limit was not always enough; note: a part of the inactive calls stands beside numbers as strong as those of hits
Myeloid diff MLP: compounds promoting myeloid differentiation; calls only at 10 µM; ER-HoxA9 myeloid progenitors, lysozyme-GFP differentiation, flow cytometry; hit rate 1% among 360,000;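 active = normalized GFP-positive differentiation at or above the plate's own cutoff, the solvent-only control mean plus 3 SD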;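 note: cells exposed to compound for four days before flow analysis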
NOD1 NF-kB reporter: inhibition of NOD1-driven NF-kB reporter – cell-based, luminescence, uHTS, primary screen (AID 1578); NOD1-driven NF-kB luciferase reporter cells, luminescence; higher % means a stronger effect; inhibition, % at 4 µM; hits with a dose series show EC50 in µM; hit rate 1% among 290,000; in the data active = inhibition mostly above about 36%, no sharp cut-off; inactive = mostly below about 34%;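 note: HEK-293T reporter cells stimulated with the NOD1 agonist gamma-tri-DAP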
HIV fusion peptide: inhibitors of HIV fusion peptide binding, primary screen, biochemical, uHTS, fluorescence dequenching (AID 1986); hit rate 0.3% among 290,000; cell-free peptide binding, fluorescence dequenching, 30 min; higher % means a stronger effect; inhibition, % at 20 µM, or IC50 in µM where a hit was titrated; in the data active = inhibition mostly above about 52%, no sharp cut-off; inactive = mostly below about 76%; note: some results filed as inactive read as strong as hits
LYP inhibition: PTPN22 lymphoid phosphatase activity blockers – biochemical, fluorescence intensity, uHTS (AID 1779) | hit rate 0.054% among 290,000 | recombinant LYP phosphatase, fluorescence intensity; higher % means a stronger effect | inhibition, % at 11.5 µM; hits with a dose series show IC50 in µM;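 note: plate controls were vehicle with enzyme for no effect and no enzyme for full effect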
NOD2 inhibition: inhibition of NOD2-driven NF-kB reporter – cell-based, luminescence, uHTS, HEK293 (AID 1566). HEK293 NOD2/NF-kB luciferase reporter, luminescence; higher % means a stronger effect. inhibition, % at 4 µM, or EC50 in µM where a hit was titrated. hit rate 0.63% among 290,000; note: many of its hits are not listed in these tables
Myeloid diff MLP GFP+ MAC1+ %: recorded beside Myeloid diff MLP, whose call it bears; GFP+ MAC1+ double positive, %; measured here: differentiation confirmed by MAC1 staining
* marks the source's active call; other numbers are inactive results; i = inactive; x = not tested or not shown; + = active, no number; [ ] = another dose, or the depositor's remark. Cut-off read from the data, not from the text of the source, unless noted: active = inhibition above about 50%; inactive = the rest.

SMILES	Salmonella PhoP GFP	KOR beta-arrestin-1	SIAH1 antagonists	KOR beta-arrestin-2	Myeloid diff MLP	Myeloid diff MLP GFP+ MAC1+ %	NOD1 NF-kB reporter	HIV fusion peptide	LYP inhibition	NOD2 inhibition
CCOC(=O)Nc1nnc(/C=C/c2ccc(OC)cc2)s1	-3%	18%	14%	-1.9%	i	0.4	-35%	2.4%	-5%	-6%
CC(C)(C)c1nc(CN2CCOCC2)cc(CN2CCOCC2)c1O	12%	28%	6%	-0.3%	i	1.0	-12%	-3.0%	-5%	-5%
Cc1nn(CCCC(=O)Nc2ccc(Br)cc2F)c(C)c1[N+](=O)[O-]	-4%	7%	23%	-2.6%	i	0.0	-15%	-1.1%	1%	6%
Cc1cccc(N2C(=O)N(c3ccccc3C)C3CS(=O)(=O)CC32)c1 (stereo not given)	-10%	-37%	0%	5.5%	i	1.6	-6%	-0.9%	1%	-6%
Cc1ccc(CNC(=O)C2CCCN(C(=O)Nc3ccc(F)cc3)C2)cc1 (stereo not given)	0%	-26%	1%	3.5%	i	0.4	-36%	0.7%	-4%	14%
N/C(=N\OC(=O)C1CCCCC1)c1ccccn1	-2%	-37%	1%	6.0%	i	4.1	-15%	-0.9%	-6%	-31%
CCOc1ccc(/C(O)=C2/C(=O)C(=O)N(c3ccccn3)C2c2ccc(Cl)cc2)c(C)c1 (stereo not given)	-10%	-16%	-2%	0.8%	i	0.5	-8%	18%	9%	1%
CC(C)CNS(=O)(=O)c1ccc(CCC(=O)NCCC2=CCCCC2)cc1	6%	-6%[20 µM]	-3%	x	i	1.2	10%	-0.2%	-6%	17%
CC1(C(=O)NC2CCCCCCC2)CCC(=O)N1Cc1ccco1 (stereo not given)	-13%	-7%	1%	-2.8%	i	8.0	-12%	1.1%	-4%	0%
O=C(O)c1ccc(Cl)c(S(=O)(=O)Nc2cccc(C(=O)Nc3cccc(C(F)(F)F)c3)c2)c1	-1%	-25%	7%	0.6%	i	1.1	16%	39%	2%	15%
CCCC12CN(C(=O)c3ccc([N+](=O)[O-])cc3)CC(C)(CN(C(=O)c3ccc([N+](=O)[O-])cc3)C1)C2=O	-1%	-4%	1%	5.1%	i	1.2	-4%	0.5%	6%	-8%
Cc1cc2oc(=O)cc(CN3CCN(Cc4ccccc4)CC3)c2cc1C	x	-4%	5%	2.0%	i	0.1	-9%	0.2%	-7%	10%

One compound at a time (already shown). Order of values: Salmonella PhoP GFP	KOR beta-arrestin-1	SIAH1 antagonists	KOR beta-arrestin-2	Myeloid diff MLP	Myeloid diff MLP GFP+ MAC1+ %	NOD1 NF-kB reporter	HIV fusion peptide	LYP inhibition	NOD2 inhibition
CC1(C(=O)NC2CCCCCCC2)CCC(=O)N1Cc1ccco1 (stereo not given) across the screens: -13%	-7%	1%	-2.8%	i	8.0	-12%	1.1%	-4%	0%
CCOC(=O)Nc1nnc(/C=C/c2ccc(OC)cc2)s1 across the screens: -3%	18%	14%	-1.9%	i	0.4	-35%	2.4%	-5%	-6%
O=C(O)c1ccc(Cl)c(S(=O)(=O)Nc2cccc(C(=O)Nc3cccc(C(F)(F)F)c3)c2)c1 across the screens: -1%	-25%	7%	0.6%	i	1.1	16%	39%	2%	15%
CCCC12CN(C(=O)c3ccc([N+](=O)[O-])cc3)CC(C)(CN(C(=O)c3ccc([N+](=O)[O-])cc3)C1)C2=O across the screens: -1%	-4%	1%	5.1%	i	1.2	-4%	0.5%	6%	-8%

Other records.
SMILES	Salmonella PhoP GFP	KOR beta-arrestin-1	SIAH1 antagonists	KOR beta-arrestin-2	Myeloid diff MLP	Myeloid diff MLP GFP+ MAC1+ %	NOD1 NF-kB reporter	HIV fusion peptide	LYP inhibition	NOD2 inhibition
COC(=O)c1[nH]c2c(c1C)C(=O)CCC2	4%	-35%	-2%	5.7%	i	8.7	7%	0.5%	-8%	-4%
C=CCN1C=C2C(=O)C(C)(OC(=O)C3CCCC3)C(=O)C=C2C=C1c1ccsc1 (stereo not given)	-6%	19%	6%	-3.5%	i	1.5	1%	9.3%	-7%	28%
C/C(=N\NC(=O)CC1(C)OCCO1)c1cccs1	4%	-7%	-1%	7.9%	i	0.2	-34%	1.0%	-6%	0%
COCc1ccc(C(=O)N2CCCC(Nc3ccc4c(c3)OCCO4)C2)o1 (stereo not given)	1%	12%	6%	2.6%	i	2.6	-36%	-1.1%	-12%	-2%
Cc1ccc(S(=O)(=O)NCc2csc(C)n2)c(C)c1	0%	15%	8%	-1.6%	i	1.4	6%	2.4%	-2%	5%
COc1ccc(CC(=O)NNc2ncnc3c2cnn3C)cc1OC	4%	6%	-1%	-2.5%	i	0.1	-18%	1.4%	-10%	18%
COc1cc(C2CC(=O)c3c(ccc4ccccc34)N2)ccc1O (stereo not given)	5%	-27%	8%	-2.7%	i	0.5	-7%	-1.9%	-8%	4%
COc1ccc(NC2CCCCC2NS(=O)(=O)c2ccc(C)cc2)cc1 (stereo not given)	-4%	12%	1%	-1.8%	i	3.1	-9%	-0.4%	6%	30%
Cc1ccc(C)c(NC(=O)/C(C#N)=C/c2ccc(Sc3nncn3C)c([N+](=O)[O-])c2)c1	23%	-1%	-3%	4.5%	x	x	-38%	7.2%	8%	-15%
O=C(Nc1ncc([N+](=O)[O-])s1)c1cccc([N+](=O)[O-])c1	18%	22%	-3%	-0.2%	i	0.2	10%	6.9%	-3%	-72%
Cc1ccc(C(=O)Nc2nccs2)s1	0%	8%	4%	3.1%	i	0.5	-14%	0.3%	-6%	-22%
COc1ccc(OC)c(-n2c(-c3ccccc3)n[nH]c2=S)c1	13%	5%	2%	-3.7%	i	0.7	-22%	-1.4%	0%	4%
O=C(Cc1ccccc1)NCCc1ccc(Cl)cc1Cl	2%	-12%	2%	8.1%	i	0.4	-16%	-1.3%	-4%	5%
Cc1onc(-c2c(Cl)cccc2Cl)c1C(=O)NC(C)(C)CO	-5%	-24%	-1%	2.4%	i	0.2	-13%	-0.4%	-2%	-17%
CCOc1ccccc1N1CCN(C(=O)COc2ccc3c(C)cc(=O)oc3c2)CC1	-6%	-15%	2%	0.4%	i	0.1	-21%	-1.7%	-4%	36%
CN(C)c1ccc(C2(c3ccc(N(C)C)cc3)OC(=O)c3cc(N)ccc32)cc1	25%	-18%	3%	-2.8%	i	0.3	-11%	-3.6%	-1%	-12%
COC(=O)c1ccc(S(=O)(=O)N(C2CCCCC2)C2CCCCC2)n1C	-1%	0%	0%	4.1%	i	0.2	2%	-1.6%	-1%	-1%
O=C(NCCS(=O)(=O)N1CCN(c2ccccc2F)CC1)C1CC(=O)N(c2ccccc2)C1 (stereo not given)	-8%	-21%	3%	-3.8%	i	3.4	-10%	2.6%	-6%	-17%
COc1ccccc1OCCOCCOc1c(C)cc(C)cc1Br	6%	-2%	0%	0.3%	i	0.6	-18%	1.1%	5%	11%
O=C(COC(=O)/C=C/c1ccco1)NCc1ccccc1Cl	-12%	-23%	0%	-0.4%	i	0.4	-13%	1.1%	-5%	-6%
COc1cccc(-c2nc(=S)c3c(n2Cc2ccco2)CCCC3)c1	4%	6%	5%	-1.7%	i	5.2	-23%	13%	-1%	-10%
Cn1cccc1C(=O)NC(=O)COC(=O)c1cc([N+](=O)[O-])ccc1Cl	1%	-33%	5%	3.7%	i	0.1	-34%	1.3%	-3%	9%
O=C(CNC(=O)c1ccco1)N/N=C/c1ccc(O)cc1O	7%	-24%	0%	9.0%	i	7.0	-8%	2.4%	-1%	5%
COc1cccc2cc(C(=O)Nc3cc(Cl)ccc3N3CCOCC3)c(=O)oc12	11%	-90%[20 µM]	0%	14%	i	0.6	44%	-1.3%	-8%	26%
Cn1cnc2cc(NC(=O)c3cccs3)ccc21	-2%	-14%	-3%	5.0%	i	0.4	-7%	0.3%	-12%	-41%
COc1ccc(N2C(=O)CC(NNC(=O)c3ccco3)C2=O)cc1 (stereo not given)	7%	1%	6%	-12%	i	0.7	-27%	1.6%	-5%	25%
O=S(=O)(/N=C(/Nc1ccc(F)cc1F)c1ccccc1)c1ccccc1	-5%	-2%	0%	19%	i	0.2	20%	-2.4%	-10%	16%
c1ccc(NCC2OCc3ccccc3CO2)cc1	6%	-7%	0%	2.0%	i	0.6	-28%	-2.3%	-6%	-71%
CCn1cc(CN2CCC(n3nccc3NC(=O)c3ccccc3C)CC2)cn1	-7%	9%	0%	-1.7%	i	0.4	-33%	-0.7%	-10%	5%
Nn1c(SCc2ccccc2)nnc1C1CCCCC1	-4%	-1%	13%	-1.9%	i	1.0	-6%	-1.3%	-7%	-19%
O=C(Cc1ccc([N+](=O)[O-])cc1)NNC(=O)c1cccs1	4%	13%	11%	-0.1%	i	0.3	-11%	-0.1%	-4%	-11%
CC(=O)N1c2ccc(S(=O)(=O)N3CCC(C(=O)NCc4ccccc4Cl)CC3)cc2CC1C (stereo not given)	-2%	-28%	16%	-2.7%	i	2.2	-14%	-0.4%	-10%	2%
COc1nnc(-c2ccc(C)cc2)c2ccccc12	-5%	-16%[20 µM]	16%	-3.9%	i	0.4	-23%	-0.1%	-12%	11%
CC1(C)CC(=O)C(C=Nc2cc(C(=O)c3ccccc3)ccc2N)=C(O)C1	-2%	-21%	3%	2.6%	+	3.3*	-24%	19%	4%	4%
O=C(c1ccc(Oc2ccccc2)cc1)C1CCCN(C(=O)c2cnccn2)C1 (stereo not given)	-10%	-14%	12%	1.3%	i	0.5	-4%	1.2%	-4%	20%
CC(Nc1nc(-c2ccccc2O)nc2ccccc12)c1ccccc1 (stereo not given)	-7%	-22%	4%	2.2%	i	0.6	-6%	1.6%	-1%	7%
COC1CCN(C(=O)c2ccc(OC3CCN(CCc4ccccc4)CC3)cc2)CC1	10%	-52%[20 µM]	13%	x	i	0.8	-34%	1.8%	-4%	10%
CCOCCOC(=O)c1cccc(NC(=O)OCC)c1	0%	-1%	-1%	-0.5%	i	1.7	-3%	-4.7%	-10%	-11%
C=CCN(C(=O)c1csnn1)C(C(=O)NC1CCCC1)c1c(F)cccc1Cl (stereo not given)	-9%	-27%	0%	7.1%	i	2.4	-4%	0.0%	2%	-4%
CCN(CC)C(=O)NC1CC2CCCC(C1)N2Cc1ccccc1 (stereo not given)	-10%	-13%	-1%	3.8%	i	0.2	-33%	-2.4%	-10%	-15%
CC(C)(C)NC(=O)C(c1cccs1)N(C(=O)c1csnn1)c1cccc(F)c1 (stereo not given)	-5%	-30%[20 µM]	0%	-7.0%	i	1.2	-32%	-0.1%	-7%	9%
COC(=O)c1ccc(C(=O)OC)c(NC(=O)COc2ccccc2OC)c1	-1%	30%	-4%	1.3%	i	0.4	-12%	1.5%	4%	7%
Cc1cccc(NC(=O)N2CCN(Cc3ccc4c(c3)OCO4)CC2)c1C	-2%	-17%	-1%	0.8%	i	0.3	-17%	-0.7%	-2%	-9%
CCN1C(Nc2ccccc2)=NC[C@@H]1CC(C)C	-5%	-11%[20 µM]	5%	-6.5%	i	1.0	-8%	-0.2%	-12%	4%
O=C(Nc1ccc(S(=O)(=O)N2CCc3ccccc3C2)cc1)C1CCCO1 (stereo not given)	13%	-4%	-1%	-2.7%	i	6.1	-8%	-1.1%	-2%	14%

Not all compounds are listed; rates above refer to the full screens.
